CaV13 ICDI inh = Disruptors of the CACNA1D IQ motif to Ca2+-dependent inactivation inhibitor domain association, primary screening, Förster resonance energy transfer in intact living …; HEK cells, CFP/YFP FRET ICDI-IQ, plate reader, 10 min; percent FRET-ratio fall versus neutral wells; inhibition, % at 12.3 µM; actives 0.098% (n = 340,000); AID 743397;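 active = mean replicate inhibition of at least 30% and at least 1% of replicates passing that level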;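 note: 0% = median of the neutral control wells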
MITF TRPM1 inh = inhibitors of MITF-driven TRPM1 promoter in melanoma cells. SK-MEL-5 TRPM1 promoter luciferase, 24 h. inhibition, % at 12.5 µM. actives 0.83% (n = 330,000). AID 488899;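 active = mean inhibition across replicates of 60% or more, whatever share of single replicates reaches that level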; note: values of inactives mirror those of a sister screen read the other way
HIF-2a block = inhibitors of HIF-2a. 786-0 RCC cells HIF-2a reporter, luciferase luminescence, overnight. inhibition, % at 18.8 µM. actives 0.72% (n = 360,000). AID 624352;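 active = inhibition of the luminescence signal of 40% or more relative to plate controls, in a single-dose primary screen at 18.75 µM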
Peg3 promoter = inhibitors of Peg3 promoter; inhibition, % at 20 µM; AID 588405; actives 1.7% (n = 360,000); HeLa PEG-Prom luciferase reporter, luminescence, overnight;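 active = inhibition of at least 50% at 20 µM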
KKLEB cytotox = reduces viability of KKLEB cystic fibrosis airway cells | KKLEB CF airway cells viability, ATPlite luminescence, overnight; hits give low values; cells stimulated with P. aeruginosa culture filtrate | activity change (cytotoxicity), % at 5 µM | actives 0.36% (n = 360,000);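 active = corrected activity change at or below -50% at 5 µM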
Shn3 inh set2 = reduces Shn3 3'UTR luciferase signal in osteoblasts. actives 0.52% (n = 360,000). AID 588674. inhibition, % at 12.5 µM. Clone20 osteoblast Shn3 3'UTR firefly luciferase, 24 h;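 active = mean inhibition of at least 75% with every replicate also reaching 75%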;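 note: 0% = median of neutral control wells and 100% = pilot-screen positive control compound; some compounds past the cut are filed as inactive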
Vif inh = HIV Vif inhibition; HEK293T cells, Vif self-association by quenched fluorescence, imaging, 24 h; inhibition, % at 7.49 µM; actives 0.35% (n = 340,000); AID 602346; in the data active = inhibition above about 50%, passing the limit was not always enough; note: some results filed as inactive read as strong as hits
PDI inh = blocks human protein disulfide isomerase activity. actives 0.052% (n = 350,000). PDI insulin aggregation turbidity, A650, 90 min. inhibition, % at 10 µM. P07237. AID 588391;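 active = mean inhibition across replicates of 30% or more, whatever share of single replicates reach that level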;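 note: absorbance from insulin aggregation driven by PDI reduction with DTT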
NR2E3 ag-1 = activates human NR2E3 receptor. CHO-S Gal4-NCOR/VP16-NR2E3 two-hybrid, luciferase. inhibition of corepressor binding, % at 3.98 µM. actives 0.35% (n = 360,000). AID 602229;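 active = inhibition above the mean of all tested compounds plus 3 SD, cut at about 70% in these data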;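 note: 0% = DMSO with NR2E3 transfected cells and 100% = cells lacking NR2E3 construct; higher means lower luciferase signal from less NR2E3 corepressor binding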
Target sequence (Q9Y5X4 whole entry, looked up, the tested form may be a part): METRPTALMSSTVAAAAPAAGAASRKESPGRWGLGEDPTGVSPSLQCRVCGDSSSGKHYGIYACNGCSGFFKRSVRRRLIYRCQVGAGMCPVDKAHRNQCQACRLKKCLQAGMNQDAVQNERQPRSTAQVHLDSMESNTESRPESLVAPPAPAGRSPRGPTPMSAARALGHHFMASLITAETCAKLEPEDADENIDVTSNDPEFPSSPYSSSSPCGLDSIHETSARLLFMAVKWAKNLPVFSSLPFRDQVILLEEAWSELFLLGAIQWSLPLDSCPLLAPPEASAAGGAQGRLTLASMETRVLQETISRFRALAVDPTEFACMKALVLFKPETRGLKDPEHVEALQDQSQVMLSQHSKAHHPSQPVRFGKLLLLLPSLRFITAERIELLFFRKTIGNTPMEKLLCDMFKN
CF NFkB inh = blocks PAF-induced NF-kB reporter in cystic fibrosis cells | KKLEB NF-kB-GFP reporter, GFP fluorescence overnight | inhibition, % at 5 µM | actives 0.86% (n = 360,000);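 active = at least 50% inhibition at 5 µM, scaled per plate between neutral and stimulator controls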;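 note: PAF is a Pseudomonas aeruginosa culture filtrate used as stimulus; plate controls were PAF-stimulated DMSO wells for no effect and unstimulated DMSO wells for full effect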
NR2E3 ag-2 = activates human photoreceptor nuclear receptor NR2E3 | Q9Y5X4 | GST-NR2E3/biotin-RetCOR TR-FRET, 1536-well | inhibition of corepressor binding, % at 4.78 µM | actives 0.12% (n = 320,000) | AID 2300;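 active = percent inhibition above the cutoff of mean plus 3 SD of all tested compounds, set per screening campaign, cut at about 20% in these data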;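 note: 0% = DMSO wells and 100% = biotin wells as full block of FRET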
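System: GST-NR2E3 and biotin-RetCOR proteins; probe or stimulus: 7 nM biotin-RetCOR; doses: compound at 4.8 µM, single dose; schedule: Compound–protein incubation for 5 h at 4 °C; detection: time-resolved FRET; read-out: percent inhibition; controls: biotin wells as high control, 0.6% DMSO wells as low control; format: 1536-well plates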
Numbers without * were called inactive; x = not tested or not shown.

Every second line gives: CaV13 ICDI inh, MITF TRPM1 inh, HIF-2a block, Peg3 promoter, KKLEB cytotox, Shn3 inh set2, Vif inh, PDI inh, NR2E3 ag-1, CF NFkB inh, NR2E3 ag-2
1. Cn1cccc1Cc1nnc(SCC(=O)Nc2cccc(F)c2)n1-c1ccc(F)cc1
    -2, -3, 2, 8, -1, 17, -1, x, 18, 8, 3
2. COc1ccccc1NC(=O)Cc1nnc(SCC(=O)Nc2ccccc2F)n1C
    4, -8, 13, 7, 2, -9, -20, -2, -2, 14, 1
3. Cc1cc(C(=O)O/N=C(\N)c2ccncc2)ccc1[N+](=O)[O-]
    4, -78, -285, -262, 18, -67, 3, -6, -109, -16, -4
4. O=C(O)Cc1cc2c(s1)CCCCC2
    -2, 1, 11, 5, -5, 6, -12, -3, 6, -2, -1
5. O=C(CN1CCN(c2ccccn2)CC1)Nc1nc2ccccc2s1
    -22, -20, -93, -37, -3, -14, -8, 12, -22, -1, 0
6. Cc1cn([C@H]2C[C@H](O)[C@@H](CNCc3cccn3-c3ccncc3)O2)c(=O)[nH]c1=O
    -2, x, 9, -12, -8, -4, 0, -3, -3, 21, x
7. O=C(COc1ccc(Cl)cc1Cl)N(C1CCCCC1)C1CCS(=O)(=O)C1 (stereo not drawn)
    -4, -2, 6, 10, 9, 5, -2, 15, -1, 10, 1
8. N#Cc1c(NC(=O)CSc2ncn[nH]2)sc2c1CCCC2
    -7, 73*, 90*, 14, 11, 58, 4, -2, 14, 18, 2
9. Cc1ccc(-c2nn(-c3ccccc3)cc2C2CC(c3cccs3)=NN2C(=O)CCC(=O)O)cc1 (stereo not drawn)
    -6, 8, 19, 21, -6, 3, -10, -7, -8, -12, 1
10. CCOc1ccc(NC(=S)N(CCc2c(C)[nH]c3ccc(C)cc23)Cc2ccco2)cc1
    -6, 6, 2, 2, -19, -18, 2, 3, -14, -14, 1
11. CCC1(CC)SC(N)=NC1=O
    -6, -11, 6, 6, 3, 18, -1, 9, -4, -6, x
12. CN(CC1CCCN(CCc2cccc(C(F)(F)F)c2)C1)C(=O)c1ccco1 (stereo not drawn)
    -5, 3, 2, 5, 12, 1, 8, 12, -14, -22, 0
13. Cn1c(NCc2ccccc2F)nc2cc(-c3cccc(C(F)(F)F)c3)sc2c1=O
    -5, x, -65, 9, -4, -1, -3, 0, -43, 5, x
14. CCC(=O)Nc1cccc(C2=NOC3(C2)C[C@@H](C(N)=O)N(C(=O)C2(C)CC2)C3)c1 (stereo partly drawn)
    -12, -2, 13, 5, -12, -13, -2, 10, -4, 2, 2
15. Cc1[nH]c(=O)c(Cc2ccccc2)c(O)c1C#N
    -3, 3, 12, 7, -1, -7, -2, 12, -11, 3, -1
16. O=C(Nc1cccc(C(F)(F)F)c1)c1c(O)c2ccccc2[nH]c1=O
    x, 12, -1, -2, -13, 1, 16, 2, -4, 14, 2
17. Cc1cccc(N/N=C/c2ccc(C)s2)c1
    -21, -101, -131, -109, -1, -70, -9, 1, -37, -8, -2
18. O=C(NCC1CCCO1)c1csc(Nc2cccc3ccccc23)n1 (stereo not drawn)
    -6, x, -13, 3, -2, -2, 0, -1, -25, -1, 0
19. Cc1ccc2nc3n(c(=O)c2c1)-c1ncccc1C(=O)NC3Cc1ccc(O)cc1 (stereo not drawn)
    -3, x, 0, -2, 14, -7, 2, 37*, 6, -24, x
20. CCOc1ccc(NC(=O)C2CCC(C)(C(=O)O)C2(C)C)cc1 (stereo not drawn)
    -5, 0, 7, 9, -3, -16, -9, 2, 10, 4, -1
21. COc1ccccc1NS(=O)(=O)c1cc(C(=O)NCC(c2ccc(F)cc2)N2CCOCC2)ccc1C (stereo not drawn)
    -7, 4, -29, -23, -15, -2, 4, -2, -2, 3, 2
22. OCC1(C2=NOC(O)(C(F)(F)F)C2)CCCCC1 (stereo not drawn)
    -3, 3, 13, 1, -13, -6, 12, -2, 9, -5, 1
23. O=C(Cn1cnc2cc([N+](=O)[O-])ccc2c1=O)Nc1ccc2c(c1)OCO2
    -2, 17, 8, -1, 3, -9, 1, 1, -3, 12, 1
24. COc1ccc(CCC(=O)N2CCN(S(=O)(=O)c3cccc(C(F)(F)F)c3)CC2)cc1OC
    -6, 4, 10, -1, -22, -1, 1, -2, -3, 19, 1

High-throughput results (PubChem BioAssay)
